# BLM inh – qHTS Assay for Inhibitors of Bloom's syndrome helicase (BLM); recombinant BLM DNA unwinding, fluorescence dequenching; Potency, µM (series often up to 56.1 µM), inactives show at the top dose activity change, negative = inhibition, actives largely listed as inhibitors; hit rate 0.2% among 350,000; AID 2528, 2010;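 note: plate controls were vehicle for no effect and no enzyme for full effect; nearly all actives have a fitted effect of over 35% in size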
# Pol iota inh – qHTS for Inhibitors of Polymerase Iota; Pol iota fluorescent replication assay, 10 min; Potency, µM (highest dose often 115 µM), inactives show at the top dose activity, negative = inhibition, most hits filed as inhibitors; hit rate 1% among 390,000; AID 588590, 2011
# Target sequence (Q9UNA4 whole entry, looked up): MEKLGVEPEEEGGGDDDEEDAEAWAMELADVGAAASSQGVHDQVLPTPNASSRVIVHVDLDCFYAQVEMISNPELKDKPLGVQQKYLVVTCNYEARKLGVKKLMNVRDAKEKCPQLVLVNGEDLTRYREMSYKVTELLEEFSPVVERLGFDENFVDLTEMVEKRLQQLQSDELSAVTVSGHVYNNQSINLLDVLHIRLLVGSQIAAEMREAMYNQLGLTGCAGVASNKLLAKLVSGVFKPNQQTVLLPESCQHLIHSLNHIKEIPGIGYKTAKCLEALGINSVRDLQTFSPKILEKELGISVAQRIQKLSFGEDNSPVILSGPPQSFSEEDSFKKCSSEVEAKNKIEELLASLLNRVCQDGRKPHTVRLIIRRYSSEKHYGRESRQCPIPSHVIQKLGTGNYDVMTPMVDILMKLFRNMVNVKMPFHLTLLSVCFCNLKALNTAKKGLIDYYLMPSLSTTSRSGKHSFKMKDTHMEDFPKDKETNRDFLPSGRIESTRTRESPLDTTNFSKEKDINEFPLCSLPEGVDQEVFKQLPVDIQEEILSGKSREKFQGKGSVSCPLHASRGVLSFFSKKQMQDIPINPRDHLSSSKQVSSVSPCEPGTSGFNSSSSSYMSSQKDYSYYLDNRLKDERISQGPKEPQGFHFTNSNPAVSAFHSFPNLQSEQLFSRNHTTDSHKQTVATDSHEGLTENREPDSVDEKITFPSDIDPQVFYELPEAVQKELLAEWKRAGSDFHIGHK
#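 Fluorescent replication assay read twice, at 0 min and 10 min after adding 50 nM (final) substrate. Enzyme (10 nM) and compounds were first incubated 15 min at room temperature; enzyme-free buffer wells were negative controls.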
# BAZ2B block – qHTS Assay for Inhibitors of BAZ2B; AID 504333, 2011; AlphaScreen BAZ2B-H3K14Ac peptide displacement; Bromodomain adjacent to zinc finger domain protein 2B (Homo sapiens), Q9UIF8; Potency, µM (titrated, usually from 114 µM), inactives show at the top dose activity change, negative = inhibition, hits mostly inhibitors; hit rate 4.4% among 360,000; note: % is set by controls: 0 for no effect and ±100 for the full control effect; nearly all actives have a fitted effect of over 60% in size
#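 BAZ2B 50 nM plus b-H3(5-23)K14Ac 50 nM, PBS pH 7.4/0.01% Tween-20, 30 min RT; compound added (max 110 uM), 30 min RT; streptavidin donor/Ni-chelate acceptor beads 10 ug/mL final, 20 min dark; AlphaScreen read.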
# Pol eta inh – qHTS for Inhibitors of Polymerase Eta; recombinant Pol eta, fluorescent DNA replication assay; Potency, µM (highest dose often 114 µM), without a hit: at the highest dose activity change, negative = inhibition, actives largely listed as inhibitors; hit rate 1.2% among 390,000; note: % is set by controls: 0 for no effect and ±100 for the full control effect
#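 Fluorescent replication assay: 50 nM final substrate added after a 15 min room-temperature compound preincubation with 10 nM enzyme. Signal taken at 0 min and again at 10 min.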
# G9a inh – qHTS Assay for Inhibitors of Histone Lysine Methyltransferase G9a; Histone-lysine N-methyltransferase EHMT2 (Homo sapiens), Q96KQ7; G9a H3K9 monomethylation, AlphaScreen, 2 h; Potency, µM (series often up to 102 µM), for the others: at the highest dose activity, negative = inhibition, hits mostly inhibitors; hit rate 8.8% among 350,000; note: % is set by controls: 0 for no effect and ±100 for the full control effect; nearly all actives have a fitted effect of over 75% in size
#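 Methyltransferase reactions run at room temperature for 2 h (20 nM enzyme, 500 nM biotin-H3K9 peptide, 20 uM SAM) after a 15 min compound preincubation; product detected by AlphaScreen beads and anti-H3K9me1 antibody.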
# POLB inh – qHTS Assay for Inhibitors of DNA Polymerase Beta; P06746; Pol beta primer extension/strand displacement, fluorescence kinetic; Potency, µM (doses to about 114 µM), without a hit: at the top dose activity change, negative = inhibition, actives largely listed as inhibitors; hit rate 1.3% among 340,000; AID 485314, 2010; note: % is set by controls: 0 for no effect and ±100 for the full control effect
#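 Human Pol beta at 10 nM; strand-displacement substrate 50 nM final. Compound exposure 15 min at room temperature before start, reaction 10 min at room temperature.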
# JMJD2A Tudor inh – qHTS Assay for Inhibitors of JMJD2A-Tudor Domain; Potency, µM (highest dose often 114 µM), for inactives: at the top dose activity change, negative = inhibition, usual class: inhibitors; hit rate 4.4% among 390,000; AlphaScreen JMJD2A-Tudor / H3K4me3 peptide binding; note: % is set by controls: 0 for no effect and ±100 for the full control effect; nearly all actives have a fitted effect of over 50% in size
# Pol kappa inh – qHTS for Inhibitors of Polymerase Kappa | hit rate 0.53% among 400,000 | Potency, µM (highest dose often 107 µM), for inactives: top-dose activity, negative = inhibition, most hits filed as inhibitors | AID 588579, 2011 | DNA polymerase kappa (Homo sapiens), Q9UBT6 | purified Pol kappa, fluorescent DNA synthesis assay, 10 min; note: % is set by controls: 0 for no effect and ±100 for the full control effect
#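 Fluorescent qHTS in 1536-well format: enzyme (10 nM) and compound sat 15 min at room temperature before 50 nM substrate (final) was added. Signal taken at 0 and 10 min; no-enzyme buffer wells were negative controls.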
# APE1 inh – qHTS Assay for Inhibitors of the Human Apurinic/apyrimidinic Endonuclease 1 (APE1) | DNA repair nuclease/redox regulator APEX1 (Homo sapiens), P27695 | recombinant APE1, TAMRA/BHQ-2 abasic DNA cleavage fluorescence | Potency, µM (titrated, usually from 65.8 µM), for the others: at the top dose activity change, negative = inhibition, actives largely listed as inhibitors | hit rate 0.35% among 350,000 | AID 2517, 2012;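 note: plate controls were vehicle for no effect and reference inhibitor for full effect; nearly all actives have a fitted effect of over 55% in size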
# Target sequence (P27695 whole entry, looked up): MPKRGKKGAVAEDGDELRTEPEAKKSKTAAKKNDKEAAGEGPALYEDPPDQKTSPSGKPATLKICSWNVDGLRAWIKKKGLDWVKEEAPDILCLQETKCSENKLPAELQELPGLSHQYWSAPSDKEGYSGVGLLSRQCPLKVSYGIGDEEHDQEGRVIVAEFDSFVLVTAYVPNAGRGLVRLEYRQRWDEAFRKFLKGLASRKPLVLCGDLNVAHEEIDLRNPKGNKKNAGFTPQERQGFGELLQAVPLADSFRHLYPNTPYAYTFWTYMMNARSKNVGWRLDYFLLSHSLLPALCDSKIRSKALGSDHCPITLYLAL
#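 Incision of a quenched TAMRA/BHQ-2 THF abasic-site duplex (50 nM) by 0.75 nM APE1, after 15 min compound preincubation, measured as fluorescence increase over three 60 s reads. Values normalized to buffer, DMSO and NSC13755 control wells.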
# The depositor's hits bear a star; u = inconclusive; x = not tested or not shown; & = joins results of further samples; [ ] = another dose, or the depositor's remark. Calls come from the whole dose curve; as a rule, active = well fitted curve in the direction sought with a large enough effect; inconclusive = small, poorly fitted or top-dose-only effect, or another doubt; inactive = no such curve, though single readings can be large; an effect the other way counts as inactive or inconclusive. Potency is the fitted concentration of half-maximal effect.
SMILES,BLM inh,Pol iota inh,BAZ2B block,Pol eta inh,G9a inh,POLB inh,JMJD2A Tudor inh,Pol kappa inh,APE1 inh
CN1CCc2c(sc(NC(=O)c3ccc(S(=O)(=O)N4CCCCCC4)cc3)c2C(N)=O)C1,-4%,98%[activator],-9%,7%,7%[12.7 µM],9%,-22%,-9%,-39%
CCCCNc1ccc(-c2nc(-c3ccco3)no2)cc1[N+](=O)[O-],-2%,-17%,-28%,-11%,-30%[59 µM],-2%,-1%,-4%,x
CCOc1ccc(S(=O)(=O)n2nc(C)c(S(=O)(=O)N3CCCCC3)c2C)cc1,1%,-4%,-10%,-11%,-1%[59 µM],24%,-29%,-6%[60.1 µM],x
COc1ccccc1C(=O)NCCC(=O)N1CCN(S(=O)(=O)c2ccccc2C(F)(F)F)CC1,x,22%,3%,-4%,-19%,x,-2%,2%,28%
Cc1cc(C)c2c(n1)sc1c(O)cc(=O)[nH]c12,u,u,-37%,79µM*,-27%[12.7 µM],u,-23%,79µM*,u
O=C(NC(Cc1c[nH]c2ccccc12)C(=O)N/N=C/c1ccc(Cl)cc1)c1cccs1 (stereo not given),-21%,41%[activator],-35%,-22%,u,u,-14%[11.4 µM],-6%,-10%
COc1cccc(-c2nc(CS(=O)(=O)CC(=O)NC3CCCCCC3)c(C)o2)c1,0%,-3%,-12%[57.1 µM],-9%,10%,-20%,-18%,-16%,14%
Cc1cccc(Cn2c(=O)n(-c3cc(C)cc(C)c3)c(=O)c3oc4ccccc4c32)c1,-7%,20%,-19%,-8%,-7%[59 µM],9%,-2%,4%,x
CCCSc1ccc([C@@H]2[C@@H]3C(=O)N(CC)C(=O)[C@@H]3[C@]3(C(=O)OC)CCCCN23)cc1OC,x,3%,x,-12%,x,x,-30%,-6%,-4%
Cc1ccc2[nH]cc(CCNC(=O)CN3C(=O)c4ccccc4C3=O)c2c1,7%,-13%,u,-18%,u,16%,-8%,6%[60.1 µM],12%
COc1cc(NS(=O)(=O)c2ccc(C)cc2)c2ncccc2c1,-3%&-8%,11%,11%,-3%,11%[59 µM],-18%,-7%&-12%,-7%,1%&-4%
CCOc1ccccc1-c1nc(C(N)=O)c2[nH]c(=O)n(-c3cccc(C)c3)c2n1,-5%,0%,-5%,-5%,-8%[59 µM],21%,-31%,-14%,2%
Cc1ccc2nc(SC(C)C(=O)NC3CCCC3)[nH]c2c1 (stereo not given),x,3%,x,-17%,x,x,-2%,-15%,9%
CCN1CCCc2cc(CN(CCN3CCOCC3)C(=S)Nc3cc(F)cc(F)c3)ccc21,-6%,12%,10µM*,-7%,16µM*,1%,35µM*,-5%,-1%
O=C(CSc1nncn1-c1cccnc1)Nc1ccccc1C(F)(F)F,2%,-16%,-8%,0%,-1%[59 µM],-5%,-9%,4%,66%[activator][12.4 µM]
Cc1ccc(Nc2ccc(C(=O)O)cc2[N+](=O)[O-])cc1,-2%,144%[activator],u,-8%,-34%,12%,-32%,-15%,9%
O=C(Nc1ccc2oc(=O)ccc2c1)c1ccc(-c2cccc([N+](=O)[O-])c2)o1,5%,47%[activator],35µM*,32µM*,u,2.8µM*,-32%,-9%,2%
Cc1cc(C)c(C)c(C(=O)c2ccccc2C(=O)O)c1C,-1%,18%,-9%,-11%,x,-2%,-9%,1%,0%
Cc1c(C(=O)Nc2cccc(-c3nnc4n3CCCCC4)c2)oc2ccccc12,-7%,7%,-37%,-7%,u,-1%,-14%,-8%,5%
CCOC(=O)C(=CNc1cccc(C)n1)C(=O)OCC,1%,95%[activator],4%,-7%,1%,7%,-4%,-13%,-1%
CC1(C)Cc2cccc(OCC(=O)OCc3nnc(-c4ccc([N+](=O)[O-])cc4)o3)c2O1,x,10%,-36%,-21%,1%[12.7 µM],x,u,-20%,8%
Cc1ccc(C)c(S(=O)(=O)NCCc2csc(-c3ccc(Cl)cc3)n2)c1,-8%,-17%,30%,-18%,15%[59 µM],-8%,4%,-11%[60.1 µM],x
Cc1cccc(NC(=O)CN(C)S(=O)(=O)c2ccc3c(c2)c(=O)n(C)c(=O)n3C)c1C,0%,16%,-4%,-12%,4%[59 µM],-8%,3%,-10%,x
Cc1nc2ccccn2c(=O)c1NC(=O)c1cccc(F)c1,-1%,-28%,1%,4%,1%[59 µM],3%,-14%,-9%[60.1 µM],x
CC(C)(C)OC(=O)NC1CNNC1=O (stereo not given),x,12%,0%,-12%,13%[2.33 µM],x,-24%,-18%,5%

# JMJD2A Tudor inh: entries above that show a hit.
molecule | BLM inh | Pol iota inh | BAZ2B block | Pol eta inh | G9a inh | POLB inh | JMJD2A Tudor inh | Pol kappa inh
CCN1CCCc2cc(CN(CCN3CCOCC3)C(=S)Nc3cc(F)cc(F)c3)ccc21 | -6% | 12% | 10µM* | -7% | 16µM* | 1% | 35µM* | -5%

# Another view of 2 compounds above.
smiles	BLM inh	Pol iota inh	BAZ2B block	Pol eta inh	G9a inh	POLB inh	JMJD2A Tudor inh	Pol kappa inh	APE1 inh
COc1ccccc1C(=O)NCCC(=O)N1CCN(S(=O)(=O)c2ccccc2C(F)(F)F)CC1	x	22%	3%	-4%	-19%	x	-2%	2%	28%
Cc1cc(C)c2c(n1)sc1c(O)cc(=O)[nH]c12	u	u	-37%	79µM*	-27%[12.7 µM]	u	-23%	79µM*	u

# Laid out differently: two of the compounds above
# Values run as follows: BLM inh, Pol iota inh, BAZ2B block, Pol eta inh, G9a inh, POLB inh, JMJD2A Tudor inh, Pol kappa inh, APE1 inh
CN1CCc2c(sc(NC(=O)c3ccc(S(=O)(=O)N4CCCCCC4)cc3)c2C(N)=O)C1
→ -4%, 98%[activator], -9%, 7%, 7%[12.7 µM], 9%, -22%, -9%, -39%
CCOc1ccccc1-c1nc(C(N)=O)c2[nH]c(=O)n(-c3cccc(C)c3)c2n1
→ -5%, 0%, -5%, -5%, -8%[59 µM], 21%, -31%, -14%, 2%

# Following part.
SMILES,BLM inh,Pol iota inh,BAZ2B block,Pol eta inh,G9a inh,POLB inh,JMJD2A Tudor inh,Pol kappa inh,APE1 inh
Cn1cc(CNCc2ccc(OC(F)(F)F)cc2)c(-c2ccc3c(c2)OCCO3)n1,-3%,34%,-1%,-22%,-1%,-26%,-23%,-2%,9%
CCCCC(=O)Nc1ccccc1C(=O)OCC(=O)c1ccc2c(c1)OCCO2,-20%,2%,12%,u,1%,-25%,1%,-18%,1%
CC1=Nn2c(nnc2-c2ccccc2)SC1,0%,24%,-1%,2%,u,6%,-7%,8%,-2%
CC(C)NC(=O)c1ccccc1NC(=O)c1ccccc1N(C)S(C)(=O)=O,-3%,23%,7%,-2%,11%[12.7 µM],17%,-11%,1%,3%
CCOC(=O)CNc1c(-c2ccc(O)cc2)nc2ccc(Cl)cn12,-3%,3%,u,-2%,u,-9%,u,-18%,u
CC12CCC(c3c(C(=O)N4CCOCC4)nn(-c4ccccc4)c31)C2(C)C (stereo not given),7%,139%[activator],u,-18%,-27%,-22%,-9%[57.1 µM],-3%,-3%
Cc1cc(=O)[nH]c(Nc2ccc(Cl)cc2)n1,-2%,51%[activator],-4%,-11%,4%[59 µM],23%,6%,1%,10%
O=C1NC(CCc2ccccc2)C(=O)N1Cc1cccc2ccccc12 (stereo not given),-5%,-10%,7%,-7%,29%[59 µM],19%,-16%,-4%,3%
COc1ccc(/C=N/NC(=O)c2ccccc2NC(=O)c2ccco2)c(OC)c1,-7%,1%[58.9 µM],14%,-9%,68%[activator][59 µM],3%,-11%,-4%,-7%
CC(CC(=O)N1CCN(c2ccccc2)CC1)S(=O)(=O)c1ccc2c(c1)NC(=O)CO2 (stereo not given),2%,-4%,-10%,11%,x,9%,-1%,0%,-9%
CN(C)CCNC(=O)Nc1ccc(F)cc1F,3%,4%,-4%,-5%,x,10%,-4%,-10%,11%
CC(=O)Nc1ccc(/C=C/c2nc3ccccc3[nH]c2=O)cc1,0%,99%[activator],1%,-5%,u,57%,-6%,2%,-3%
Cc1cc(/C=C2/NC(=O)NC2=O)c(C)n1-c1ccc(C#N)cc1,-9%,66%[activator],u,0%,u,1%,-17%[11.4 µM],-9%,6%
Cc1ccc(C)c(OCCC(=O)OCC(=O)NC2CCCC2)c1,x,17%,-4%,-4%,10%[0.501 µM],x,-5%,-13%,4%
COc1ccc(CC(=O)NNc2ncnc3c2cnn3-c2ccc(C)cc2)cc1,1%,36%[activator],-1%,-16%,u,28%[57.1 µM],-18%,-5%,-9%
O=C(c1cccc(-c2nnc(-c3ccccc3)o2)c1)N1CCCCC1,1%,14%,-2%,-10%,50%[59 µM],4%,3%,4%,-2%
CSc1cccc(NC(=O)COC(=O)C2CCN(S(=O)(=O)c3ccccc3)CC2)c1,x,u,8%,1%,3%[59 µM],x,-24%,-3%,17%
COc1ccc(CNC(=O)C2CCN(C(=O)c3ccc(-n4ccc5ccccc54)s3)CC2)cc1,-3%,14%,-2%,-23%,-3%[59 µM],6%,-15%,-2%,x
CCOc1ccc(S(=O)(=O)Nc2cccc(C(=O)NCCCn3ccnc3)c2)cc1,x,36%[activator],-11%,-11%,-2%[59 µM],x,-21%,17%,-9%
C[C@H](CO)N1C[C@H](C)[C@@H](CN(C)C)Oc2c(NS(=O)(=O)c3ccccc3)cccc2C1=O,x,-16%,x,-4%,x,x,-21%,-3%,22%

# 2 of the compounds above, bar-delimited:
molecule | BLM inh | Pol iota inh | BAZ2B block | Pol eta inh | G9a inh | POLB inh | JMJD2A Tudor inh | Pol kappa inh | APE1 inh
O=C1NC(CCc2ccccc2)C(=O)N1Cc1cccc2ccccc12 (stereo not given) | -5% | -10% | 7% | -7% | 29%[59 µM] | 19% | -16% | -4% | 3%
COc1ccc(/C=N/NC(=O)c2ccccc2NC(=O)c2ccco2)c(OC)c1 | -7% | 1%[58.9 µM] | 14% | -9% | 68%[activator][59 µM] | 3% | -11% | -4% | -7%

# An excerpt; count on the stated rates, not on these rows.
